# Xi reactivation – X-chromosome reactivation activator. XiGFP mouse fibroblasts, % GFP-positive cells imaging, 3 d; cells co-treated with 5-aza-dC sensitizer; scaled so ellipticine positive control = 100%. activation, % at 7.58 µM. 360,000 compounds, 0.055% hits;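 active means mean normalized replicate activation at least 10% and every replicate at or above 10%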;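 further: 0% = median of on-plate neutral control wells and 100% = ellipticine 6 µM median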
#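 System: XiGFP fibroblasts, SV40-immortalized. Medium: DMEM plus 5-aza-dC sensitizer. Doses: single point. Timing: 3 d treatment, 15 min room-temperature fixation. Control set: ellipticine 6 µM.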
# EWS-Fli inh – EWS/Fli transcriptional activity inhibition; A673 NR0B1-luciferase reporter, viability-normalised; inhibition, % at 12.6 µM; 350,000 compounds, 0.67% hits; AID 651661;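 active means mean inhibition of at least 50% after viability correction, with every replicate also passing that limit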;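 further: firefly luciferase signal divided by Alamar Blue viability fluorescence both relative to DMSO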
# esBAF inh – SWI/SNF esBAF complex inhibition. 350,000 compounds, 2% hits. AID 602393. mouse ES cells, Bmi1-luciferase knock-in reporter, 24 h; 100% = twice the neutral-well signal. reporter increase, % at 12.5 µM; in the data active means activation above about 40%;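 further: 0% = median of the plate's neutral control wells and 100% = double that signal; a rise in the Bmi1 reporter signal indicates esBAF inhibition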
# RAD52 inh – inhibitors of human RAD52 DNA annealing; 360,000 compounds, 0.46% hits; recombinant RAD52 DNA annealing, FRET fluorescence; P43351; AID 651710; inhibition, % at 18.7 µM;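 active means every replicate showing at least 50% inhibition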
# Target sequence (P43351 whole entry, looked up): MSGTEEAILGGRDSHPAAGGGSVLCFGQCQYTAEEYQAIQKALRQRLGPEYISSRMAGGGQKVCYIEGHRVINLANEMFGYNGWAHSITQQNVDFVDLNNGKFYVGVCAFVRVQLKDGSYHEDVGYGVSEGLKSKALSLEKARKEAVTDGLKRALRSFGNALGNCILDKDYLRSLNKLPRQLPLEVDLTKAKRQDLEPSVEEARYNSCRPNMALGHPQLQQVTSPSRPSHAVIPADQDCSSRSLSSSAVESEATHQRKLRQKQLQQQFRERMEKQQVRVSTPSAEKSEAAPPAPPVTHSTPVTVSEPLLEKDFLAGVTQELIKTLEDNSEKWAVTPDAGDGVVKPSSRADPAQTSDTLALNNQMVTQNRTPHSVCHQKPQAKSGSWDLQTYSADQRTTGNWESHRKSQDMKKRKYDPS
# FN deposit inh – fibronectin deposition inhibition. AH1F fibroblasts, Alexa488-fibronectin deposition fluorescence, overnight. inhibition, % at 12.6 µM. 350,000 compounds, 0.086% hits;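 active means mean inhibition across replicates of 30% or more, regardless of how many single replicates reach that level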;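 further: positive control wells lacked labelled fibronectin entirely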
#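 Test system: AH1F fibroblast monolayer depositing Alexa488-labelled fibronectin into matrix. Input: 10000 cells per well. Technique: fluorescence, ex 485 nm, em 525 nm. Buffer or medium: DMEM plus 2% serum, read in PBS. Timing: 1 h cell adhesion before compound, then overnight fibronectin incubation. Compound: single dose, pinned. Read-out basis: inhibition from reduced deposited-fibronectin fluorescence.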
# S100A4 inh HTS – inhibitors of human S100A4 binding to myosin IIA peptide; 360,000 compounds, 0.14% hits; P26447; inhibition, % at 10.7 µM; S100A4/TAMRA-MyoIIA peptide fluorescence polarization;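 active means mean inhibition of at least 70% across replicates, with every replicate also reaching that level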
# Target sequence (P26447 whole entry, looked up): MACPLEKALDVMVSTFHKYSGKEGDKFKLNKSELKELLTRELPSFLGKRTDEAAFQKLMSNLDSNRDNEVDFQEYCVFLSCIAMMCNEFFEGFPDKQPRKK
#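 incubation = readout 5 min after mixing, signal stable up to 60 min | system = S100A4 monomer protein | buffer or medium = HEPES pH 7.2 with CaCl2, KCl, NaCl, DTT, Triton | benchmarks = neutral control DMSO, positive control TFP | also added = fluorescent myosin IIA peptide, 5 nM | compound dosing = one concentration per compound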
# E-selectin induc – induces E-selectin expression in human endothelial cells; HUVEC E-selectin immunofluorescence imaging; normalized: neutral wells 0, TNF-alpha wells 100; AID 686992; P16581; 260,000 compounds, 0.37% hits; activation, % at 7.58 µM;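 active means mean E-selectin-positive cell signal at least 10% of the positive control, reached in at least 60% of replicates, without over 20% cell loss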;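 further: in these data hits start at about 27%; measured in HUVEC primary endothelial cells; signal is the percent of cells scored E-selectin positive by PE staining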
#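 Test system – human umbilical vein endothelial cells (HUVEC), E-selectin induction · Input – 3,000 HUVEC seeded per well · Buffer or medium – EGM-2, gelatin · Compound dosing – single-point compound dose · Detection – immunofluorescence imaging · Measure – percent E-selectin-positive cells · Controls – TNF-alpha high, DMSO low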
# RAD54 branch – blocks human RAD54 Holliday junction branch migration; 360,000 compounds, 0.14% hits; inhibition, % at 10.4 µM; Q92698; FAM/BHQ fluorescence;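 active means mean normalized replicate activity at least 40 and at least half of replicates scoring 40 or more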;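 further: 0% = median of neutral control wells and 100% = median of positive control wells; inhibitors cause a drop in the FAM fluorescence signal; in these data hits start at about 50%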
# An asterisk follows results filed as active; i = inactive; x = not tested or not shown; & = joins results of further samples. These rows are one share of the data, so the mix of outcomes need not match the whole.
SMILES,Xi reactivation,EWS-Fli inh,esBAF inh,RAD52 inh,FN deposit inh,S100A4 inh HTS,E-selectin induc,RAD54 branch
Nc1ccc(Br)cc1,0.0,21,-5,-8,6,2,1.0,0
O=C1/C(=C/c2cccnc2)N2CCC1CC2,-0.7,0,-6,-2,-1,-1,x,x
CN1Cc2cnnn2-c2ccccc2C1c1ccccc1 (stereo not drawn),0.2,2,0,-9,-2,-6,x,1
CN1C[C@H](O)[C@H]2C[C@@H]1c1ccccc1O2,0.6,-8,x,-2,4,-4,-0.1,x
ClCCOCCCl,x,6,-4,-7,x,-12,x,-12
COC1=CC=C2[C@H]3Cc4ccc(OC)c5c4[C@@]2(CCN3C)[C@H]1O5,0.3,0,-3,2,4,-9,0.0,-16
COc1ccc(CN2CCCC(C(=O)c3sccc3C)C2)cc1O (stereo not drawn),0.0,4,x,3,-20,-1,x,x
CCOC(=O)C(O)(c1ccc(NC(=O)NC)cc1)C(F)(F)F (stereo not drawn),0.0,10,x,-16,-5,2,x,-1
Nc1cccc2c1Cc1cc([N+](=O)[O-])ccc1-2,0.0,-26,33,-10,5,-5,-0.3,4
C[C@@H]1CN([C@H](C)CO)C(=O)CCCn2nncc2CO[C@@H]1CN(C)C(=O)Oc1ccccc1,0.2&0.1,-1&6&-3,-1&3&-1,-13&8&-9,5&-1,0&-2&-9,0.0,0&-1&2
COc1ccccc1OCC(=O)N1CCN(Cc2ccc3c(c2)OCO3)CC1,0.1,-6,x,-2,0,-4,0.0,x
O=C(/C=C/c1ccccc1)NCCc1cnc[nH]1,x,-3,4,-2,x,0,x,-5
CCC(=O)OC1(c2ccccc2)C(C)CN(C)CC1C (stereo not drawn),-0.1,0,0,-12,3,-4,-1.1,5
C[C@]12CCC3C(CC[C@H]4C[C@H](O)[C@H](O)C[C@]34C)C1CC[C@@H]2O (stereo partly drawn),-0.1,3,-6,11,1,-5,-0.8,-2
CCOC(=O)C1(c2ccccc2)CCN(CCC(=O)Nc2ccc(F)cc2)CC1,0.0,18,-2,-6,x,-2,0.4,-11

# The final 6 compounds of the section before are carried over, then new ones follow:
SMILES,Xi reactivation,EWS-Fli inh,esBAF inh,RAD52 inh,FN deposit inh,S100A4 inh HTS,E-selectin induc,RAD54 branch
C[C@@H]1CN([C@H](C)CO)C(=O)CCCn2nncc2CO[C@@H]1CN(C)C(=O)Oc1ccccc1,0.2&0.1,-1&6&-3,-1&3&-1,-13&8&-9,5&-1,0&-2&-9,0.0,0&-1&2
COc1ccccc1OCC(=O)N1CCN(Cc2ccc3c(c2)OCO3)CC1,0.1,-6,x,-2,0,-4,0.0,x
O=C(/C=C/c1ccccc1)NCCc1cnc[nH]1,x,-3,4,-2,x,0,x,-5
CCC(=O)OC1(c2ccccc2)C(C)CN(C)CC1C (stereo not drawn),-0.1,0,0,-12,3,-4,-1.1,5
C[C@]12CCC3C(CC[C@H]4C[C@H](O)[C@H](O)C[C@]34C)C1CC[C@@H]2O (stereo partly drawn),-0.1,3,-6,11,1,-5,-0.8,-2
CCOC(=O)C1(c2ccccc2)CCN(CCC(=O)Nc2ccc(F)cc2)CC1,0.0,18,-2,-6,x,-2,0.4,-11
Cc1ccc(-n2c(O)c(/C=N/NC(=O)c3ccncc3)c(=O)[nH]c2=O)cc1,0.2,10,x,-300,x,-12,x,x
CN1C(=O)/C(=C/C=C/c2ccco2)C(=O)NC1=S,-0.1,2,x,i,4,-12,x,x
Nc1c2c(nc3sc4c(c13)CCCCC4)CCCC2,0.2,-18,x,-20,x,-5,x,3
COc1ccc(CC2=NCCc3cc(OC)c(OC)cc32)cc1OC,0.2,-1,8,57*,2,-1,-0.1,42
CC(c1ccccc1)[n+]1ccccc1 (stereo not drawn),0.1,8,-9,-42,-1,-7,-0.1,-5
CCOc1ccc(N2C(=O)NC(=O)/C(=C/c3cnc(SC)nc3)C2=O)cc1,0.0,9,x,-219,3,-6,x,x
C=CCn1c(O)c(C=NC2CCN(Cc3ccccc3)CC2)c(=O)[nH]c1=O,-0.1,-12,1,-9,5,-3,x,3
C=C(C)C1(CCCC)C(=O)NC(=S)NC1=O,0.1,-1,x,-2,x,5,-0.2,x
COc1ccc(-n2nnnc2C(c2ccccc2)N2CCC(n3c(=O)[nH]c4ccccc43)CC2)cc1 (stereo not drawn),0.2,-3,-3,-7,6,-4,-0.5,2
CN1[C@H](CO)[C@H]2c3ccccc3NC[C@H]21,0.0,6,-1,4,-8,26,-0.1,-7
Cc1cc(N2CCNC[C@@H]2C)ccc1N1CC[C@H](O)C1,0.2,-8,x,39,4,6,0.0,x
Cc1cc(C)nc(-n2c(C)nc3cc(Cl)ccc3c2=O)c1,x,x,9,-14,x,-2,x,-5
CCCNC(=O)N1[C@H]2CC[C@@H]1C(C(=O)OC)=C(c1ccc(C(C)=O)cc1)C2,0.1,2,6,-3,-1,-1,-0.2,-2
O=C(Cc1cc(=O)oc2cc(O)ccc12)NN=Cc1ccc(N(CCCl)CCCl)cc1,0.0,27,-17,-13,6,-1,-0.1,4
CCN(CC)P(c1n(C)cc[n+]1C)N(CC)CC,-0.1,0,-12,-12,x,5,x,2
CC(=O)c1cn(Cc2ccc(F)cc2)c2ccccc12,-0.1,22,0,-11,9,4,x,0
COC(=O)C1=C(c2ccc(-c3ccccc3)c(F)c2)C[C@@H]2CC[C@H]1N2C(=O)NCCNC(C)=O,1.2,-1,0,-4,0,-1,0.1,-1
C[C@]12CCC3C(CC[C@H]4[C@H](O)[C@H](O)CC[C@]34C)C1CC[C@@H]2O (stereo partly drawn),-0.1,-12,x,-11,-4,8,0.0,5
O=c1c2ccccc2ncn1-c1ccc([N+](=O)[O-])c(C(F)(F)F)c1,0.0,x,x,x,-8,x,-0.3,-4
COc1ccccc1CC(=O)N1CCN(CCc2ccccc2)CC1,0.0,7,2,-7,-1,-4,x,-9
COc1cc2c(cc1OC)CC[N+](C)=C2,x,-5,-2,-1,x,-1,x,3
Cc1ccccc1OCCCn1cc(C(=O)C(=O)N2CCOCC2)c2ccccc21,0.9,5,x,10,-2,5,x,x
COc1ccc([C@@H](O)[C@@H](N)c2ccccc2)cc1,0.0,4,x,-9,1,-4,2.7,-6
CC1=C2[C@@H]3OC(=O)[C@H](C)C3CC[C@@]2(C)C=CC1=O (stereo partly drawn),0.1,6,-6,-16,-1,-1,0.1,-14
Cc1cc(C)cc(N2C(=O)NC(=O)/C(=C\c3cc(C)n(C)c3C)C2=O)c1,0.0,-4,x,-126,-25,-7,x,x
COCCNC(=O)N1[C@H]2CC[C@@H]1C(C(=O)OC)=C(c1cccc(C#N)c1)C2,0.0,1,-10,-2,2,2,-0.1,-10
CC1CCC(N(C)C2CCN(C)CC2)CC1 (stereo not drawn),0.0,-5,-3,0,2,26,0.1,-33
COc1ccc(CC[n+]2cc(/N=C(\C)[O-])on2)cc1OC,x,6,-14,-8,x,-1,x,-14
CC/C=C/CC(=O)N[C@@H](c1ccccc1)[C@@H](O)C(=O)O[C@H]1C[C@@]2(O)[C@@H](OC(=O)c3ccccc3)C3[C@](C)(C(=O)[C@H](OC(C)=O)C(=C1C)C2(C)C)[C@@H](O)C[C@H]1OC[C@@]31OC(C)=O (stereo partly drawn),x,36,-4,5,x,-6,x,-3
CCCCCCn1c(=O)c(C(=O)Nc2ncccc2C)c(O)c2ccccc21,0.3,4,-3,-12,-8,3,0.3,-6
CC/C(=C\C=C\[C@@H]1C=C[C@@H]2CCC[C@H]2[C@@H]1C(=O)c1ccc[nH]1)[C@@H]1O[C@@H]([C@@H](C)C(=O)O)CC[C@@H]1C,x,x,-7,x,-9,0,x,-10
O=C(/C=C/c1ccc(Cl)cc1)NC(=S)N1C[C@H]2C[C@H](C1)c1cccc(=O)n1C2,x,1,5,-12,x,-3,x,3
Nc1ccc(Sc2ccc(N)cc2)cc1,0.0,-2,6,-3,-2,2,0.8,-15
O=[N+]([O-])c1ccc(N2CCNCC2)cc1Sc1ccccn1,0.1,-3,x,7,x,0,x,x
O=C(O)c1cccc2nc3ccccc3nc12,x,-23,-16,-4,x,2,x,-13
O=C1CN=C(c2cccc(Br)c2)c2cc(Br)ccc2N1,-0.1,-21,x,-5,-4,2,0.0,x
COc1ccc(-c2nn(CCC#N)cc2C(=O)Nc2ccccc2Br)cc1,0.1,5,5,-1,9,-1,0.3,-4
Cc1cc(C(=O)N=Nc2c(O)n(C)c3ccccc23)c(C)o1,0.3,x,36,x,-1,x,x,-6
COc1cc2c(cc1OC)[C@@]13CCN4CC5=CCO[C@H]6CC(=O)N2[C@H]1[C@H]6[C@H]5C[C@H]43,x,-3,-2,4,x,-14,x,-1
Cc1nn(Cc2ccc(Cl)cc2Cl)c(Cl)c1C(=O)Nc1ccc(OC(F)F)cc1,-0.1,x,1,x,2,x,x,-5
CN(C)C(=O)Oc1ccc(-c2cn3cc(C(F)(F)F)ccc3n2)cc1,0.0,-130,40,-63,-7,-2,-1.1,-11
Cc1ccc(OP(N)(=O)Oc2ccc(C)cc2)cc1,0.0,8,-5,-9,x,0,2.9,-6
OC(c1ccccc1)(c1ccccc1)C1CCNCC1,0.0,-5,5,-15,-4,-5,0.1,9
Cn1c(NN=O)nc2ccccc21,0.6,-30,-32,-6,x,9,x,x
O=C1NC(=O)N(c2cccc(F)c2)C(=O)/C1=C/c1ccc(N2CCOCC2)cc1,0.0,-7,x,-59,6,-11,0.6,-11
Cc1cc(OCC(=O)N2CCC(C(N)=O)CC2)c2c3c(c(=O)oc2c1)CCCC3,x,5,5,2,x,1,x,-4
CNC(=O)Oc1ccccc1OC(C)C,0.2,-4,0,-15,-5,6,0.0,7
CCCCCc1nc2c(c(=O)c3ccccc3n2C)c(=O)n1C1CCCCCC1,0.0,25,x,-32,-7,-9,x,x
COC(=O)C1=CO[C@@H](C)[C@@H]2CN3CC[C@@]4(C(=O)Nc5ccccc54)[C@@H]3C[C@H]12,0.0,3,-5,-20,0,4,1.4,2
CCS(=O)(=O)N1CCC(C(=O)N2CCC3(CC2)OCCO3)CC1,x,2,-9,-9,x,-1,x,-1
CN(C(=O)Oc1ccc(F)cc1)c1ccccc1,0.0,-6,3,-9,-6,4,x,-2
c1ccc2c(CN3CCOCC3)c[nH]c2c1,0.1,19,1,-3,0,0,x,-6

# 3 compounds from above, ordered by molecular weight, largest number first.
SMILES,Xi reactivation,EWS-Fli inh,esBAF inh,RAD52 inh,FN deposit inh,S100A4 inh HTS,E-selectin induc,RAD54 branch
CCS(=O)(=O)N1CCC(C(=O)N2CCC3(CC2)OCCO3)CC1,x,2,-9,-9,x,-1,x,-1
CN(C(=O)Oc1ccc(F)cc1)c1ccccc1,0.0,-6,3,-9,-6,4,x,-2
c1ccc2c(CN3CCOCC3)c[nH]c2c1,0.1,19,1,-3,0,0,x,-6

# Grouped by structure: the compounds so far containing a thiophene ring, fused or not (2)
SMILES,Xi reactivation,EWS-Fli inh,esBAF inh,RAD52 inh,FN deposit inh,S100A4 inh HTS,E-selectin induc,RAD54 branch
COc1ccc(CN2CCCC(C(=O)c3sccc3C)C2)cc1O (stereo not drawn),0.0,4,x,3,-20,-1,x,x
Nc1c2c(nc3sc4c(c13)CCCCC4)CCCC2,0.2,-18,x,-20,x,-5,x,3
